Assay outcomes as filed in PubChem.
TbREL1 primary: TbREL1 RNA ligase inhibitors, primary screen, biochemical, FRET fluorescence; inhibition, % at 9.66 µM; TbREL1 RNA ligation; hit rate 0.49% among 89,000;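 active = inhibition above the mean inhibition across all screened compounds plus 3 SD, cut at about 11% in these data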;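 also: 0% = plate median of test wells and 100% = NSC42067 control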
Target sequence (P86926 whole entry, looked up): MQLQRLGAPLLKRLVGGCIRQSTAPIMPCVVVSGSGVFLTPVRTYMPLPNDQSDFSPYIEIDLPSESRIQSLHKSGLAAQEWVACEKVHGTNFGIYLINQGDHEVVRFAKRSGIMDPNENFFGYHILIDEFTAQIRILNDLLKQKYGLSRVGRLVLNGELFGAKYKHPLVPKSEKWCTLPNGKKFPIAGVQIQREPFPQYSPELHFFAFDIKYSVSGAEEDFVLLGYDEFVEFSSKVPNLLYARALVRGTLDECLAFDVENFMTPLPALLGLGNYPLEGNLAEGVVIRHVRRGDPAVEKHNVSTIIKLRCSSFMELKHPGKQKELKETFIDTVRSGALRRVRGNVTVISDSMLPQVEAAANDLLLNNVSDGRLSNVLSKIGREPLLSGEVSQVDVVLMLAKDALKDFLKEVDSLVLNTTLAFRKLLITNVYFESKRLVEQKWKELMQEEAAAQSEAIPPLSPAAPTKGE
Starred values were filed as active, the others as inactive. These rows are one share of the data; the hit share may differ from the screen's.

canonical_smiles	TbREL1 primary
CC(Oc1ccc(Cl)cc1)c1ccnc(N)n1 (stereo unspecified)	5
Cc1cc(C)n2ncc(C(=O)Nc3ccc4c(c3)OCO4)c2n1	-1
Cn1c(C(=O)NCCCN2CCOCC2)cc2c(=O)n(C)c3ccccc3c21	0
O=C(CSc1nncn1-c1ccccc1F)NC1CCCCC1	6
COC(=O)c1sccc1NC(=S)N1C(C)CCCC1C (stereo unspecified)	-2
CCOc1ccc(N(CC(=O)Nc2ccc(OC)cc2)S(=O)(=O)c2c(C)noc2C)cc1	-2
CCOc1cc(Br)c(C(=O)O)cc1OC	1
Cc1csc(=O)n1CC(=O)OCC(=O)c1c(N)n(CC(C)C)c(=O)n(C)c1=O	-2
CC(C)CNC(=O)CSc1ccc(Cl)cc1	-2
Cc1ccc(NCc2nnc(SCC(=O)NCc3ccco3)n2CC2CCCO2)cc1Cl (stereo unspecified)	-3
CSCCC1NC(=O)N(CC(=O)Nc2ccc(-c3ccccc3)cc2)C1=O (stereo unspecified)	-4
CNc1c(NS(=O)(=O)c2ccc(C3CCCCC3)cc2)c(=O)oc2ccccc12	-2
N#CC[C@H](Cc1ccccc1)N1CCN(Cc2ccccc2)CCC1=O	-3
CN(c1ccc(C(=O)N2CCCCC2)cc1)S(=O)(=O)c1ccccc1	-2
c1ccc(CN2CCN(C(c3ccccc3)c3nnnn3Cc3ccccc3)CC2)cc1 (stereo unspecified)	2
CN1c2ccccc2C(C)(C)C12CC(c1cccc(S(=O)(=O)N3CCCC3)c1)=NO2 (stereo unspecified)	6
CCc1nnc(NC2=NCCC2)s1	2
Cc1ccc(C(=O)Nc2ccccc2C(=O)N2CC3(C)CC2CC(C)(C)C3)cc1 (stereo unspecified)	0
N=c1c(C(=O)NCCN2CCOCC2)cc2c(=O)n3ccccc3nc2n1CCCN1CCOCC1	7
CC(=O)C1=C(c2ccccc2)NC(=O)NC1c1ccc(O)c(Cl)c1 (stereo unspecified)	-2
COc1ccc(CN2CCN(C(=O)c3ccc4nc(N5CCOCC5)sc4c3)CC2)c(OC)c1OC	-2
COc1ccc(-c2cc(C(=O)N3CCN(c4ccccn4)CC3)c3ccccc3n2)cc1	-2
Cc1cc(N)n2ncc(-c3ccc(F)cc3)c2n1	-2
FC(F)(F)c1cnc(COc2cc(Cl)cc(Cl)c2)c(Cl)c1	-1
Cc1ccc(S(=O)(=O)N2CCC(=O)N(CCOCc3cccc(C(F)(F)F)c3)CC2)cc1	-4
Cn1nc([N+](=O)[O-])nc1Oc1ccc(C(C)(C)C)cc1	-1
CCCCC(=O)Nc1ccc(NC(=O)c2cccs2)cn1	3
CC1(C(=O)NS(=O)(=O)c2ccc(Cl)cc2)CCN1C(=O)c1ccco1 (stereo unspecified)	1
Cc1cc(Cl)ccc1N(CC(=O)NCc1ccc2c(c1)OCO2)S(C)(=O)=O	9
C=CCOc1c(Br)cc(/C=C2\SC(=Nc3ccccc3)NC2=O)cc1OC	0
COC(=O)[C@]12C[C@H](CC(=O)NCc3ccc(C)o3)C(=O)N(Cc3ccc(Cl)cc3Cl)C1=C[C@H](COCc1ccccc1)O[C@@H]2C	-1
COC(=O)CC1C(=O)NC2CCCCC2N1C(=O)c1ccccc1 (stereo unspecified)	0
O=C(CN1C(=O)COc2ccccc21)Nc1ccc(N2CCOCC2)cc1	-6
COc1ccc(-n2c(Cc3cccn3C)nnc2SCC(=O)Nc2ccc(C)c(Cl)c2)cc1	1
Nc1cccc(-c2nc3ccc(N)cc3s2)c1	-1
CCOC(=O)C1CSCCS(=O)(=O)N1Cc1cccc(Cl)c1 (stereo unspecified)	0
CC1CCc2c(sc3ncn(N)c(=N)c23)C1 (stereo unspecified)	0
Cc1ccc(NC(=O)CNc2cc(S(=O)(=O)N3CCOCC3)ccc2NCC2CCCO2)cc1F (stereo unspecified)	-5
O=C1NCCCC1C(=O)N/N=C/c1cc([N+](=O)[O-])ccc1O (stereo unspecified)	9
COc1ccc(/C=N/N2C(C)CCCC2C)cc1O (stereo unspecified)	0
C/C=C\C=C/C(=O)Nc1cccc(C2=NOC3(C2)C[C@@H](C(N)=O)N(C(=O)c2ccc(Cl)cc2)C3)c1 (stereo partly specified)	-1
Cc1ccc(C)c(NC(=O)CN(C)C(=O)c2ccccc2OCc2c(C)noc2C)c1	1
O=C(O)COCC(=O)Nc1ccc2c(c1)CCC2	-2
CC(C)NC(=O)/C(=N\O)c1ccccc1	-1
O=C(CN1C(=O)/C(=C/c2ccc(F)cc2)SC1=S)NC1CCS(=O)(=O)C1 (stereo unspecified)	-2
Cn1c(-c2ccc(F)cc2)cnc1NCc1ccccc1	0
COc1cc(C2C(C#N)=C(N)OC3=C2C(=O)CCC3)c([N+](=O)[O-])cc1OC (stereo unspecified)	4
Cn1c(SCC(=O)N2CCCCCC2)nnc1-c1ccco1	-1
COc1ccc(-c2csc(NC(=O)c3cc(=O)c4ccccc4o3)n2)cc1OC	-3
CCn1c(=O)cc(SCC(=O)N2CCN(c3ccccc3F)CC2)c2ccccc21	0

Remaining list, next part
canonical_smiles	TbREL1 primary
C=C(C)C1CC=C(CN2CCC(C(=O)OCC)CC2)CC1 (stereo unspecified)	1
CN(C)C(=O)CSc1cccc2cccnc12	3
CCC(CC)C(=O)N=C1SC2CS(=O)(=O)CC2N1CCc1ccc(OC)c(OC)c1 (stereo unspecified)	-3
C[C@@H](CSc1ccc(Br)cc1)CN1CC[C@H](C(C)(C)C)CCC1=O	-1
CC(C)COC(=O)C(C)Nc1n[nH]c(=S)[nH]c1=O (stereo unspecified)	0
COC(=O)N/N=C\c1c(C)[nH]n(-c2ccccc2)c1=O	3
O=C(O)c1ccc(N2C(=O)CC(SC(=NCc3ccc4c(c3)OCO4)Nc3ccccc3)C2=O)cc1 (stereo unspecified)	-1
CC(=O)c1ccc(-c2cnc3c(NC=O)cc(-c4ccc(C(=O)NC5CC5)cc4)cn23)cc1	-1
Cc1c(Cl)cnc(NC(=O)COC(=O)C(NC(=O)c2ccco2)C(C)C)c1Cl (stereo unspecified)	-1
COc1ccc(N2CCN(C(=O)c3cccc(NS(=O)(=O)c4cccc(F)c4)c3)CC2)cc1	-4
CN(Cc1ccccc1)C(=O)OCc1cn(Cc2ccc(Cl)cc2)nn1	2
Cc1cccc(C)c1NC(=O)C(C1CC1)n1c(=O)c(-c2ccco2)nc2ccccc21 (stereo unspecified)	0
CCCOc1ccc(-c2nnn(CC(=O)N3CCCCC3)n2)cc1	-2
COc1ccc(C(=O)Nc2scc(-c3ccc(Cl)cc3Cl)c2C(N)=O)cc1	1
O=C1CC2C(=O)NCCN2C(=NC(=O)c2ccccc2)N1 (stereo unspecified)	6
COc1ccccc1N1CCN(CC(=O)Nc2ccc(S(=O)(=O)N3CCCCCC3)cc2)CC1	-6
COCCCNCC(=O)Nc1sc(C)c(C)c1C(=O)OC	1
CCN(CC)CCCNc1ccc(-c2nnc(-c3ccc(OCC(C)C)cc3)o2)cn1	10
CC(NC(=O)CSc1n[nH]c(N)n1)c1ccccc1 (stereo unspecified)	0
CCN1C(=O)c2cccc3c(NC(=O)c4ccccc4)ccc1c23	2
O=C(CSC(=S)N1CCOCC1)c1cc(Br)cc(Br)c1O	-5
CCOC(=O)c1ccc(NC(=O)CCc2ccc(CC)o2)cc1	-2
COC(=O)c1ccc(S(=O)(=O)N2CCCCC2)o1	7
COc1ccccc1NS(=O)(=O)c1cccc(NC(=O)c2ccc3ccccc3n2)c1	0
Cc1cc(N)n(-c2ccc(S(N)(=O)=O)cc2[N+](=O)[O-])n1	8
COc1ccc(CCNC(=O)C2CCN(S(=O)(=O)c3cccc4nsnc34)CC2)cc1OC	-2
NS(=O)(=O)c1ccc(CNC(=O)c2cccc(Oc3ccccc3)c2)cc1	0
CC1(C)C2CCC(C2)C1(C)NC(=O)CN1CCOCC1 (stereo unspecified)	6
CCN(C(=O)C1CCCN(c2nnc(-n3cccc3)s2)C1)c1ccccc1C (stereo unspecified)	-1
CCOC(=O)c1ccc(-n2c(CN3CCOCC3)nc3ccc([N+](=O)[O-])cc3c2=O)cc1	0
CC(C)Nc1nnc(SCC(=O)c2c(N)n(Cc3ccccc3)c(=O)n(C)c2=O)s1	-10
CC(OC(=O)/C=C/c1ccccc1)C(=O)Nc1ccc(C(N)=O)cc1 (stereo unspecified)	-2
CC(=O)Nc1c(C)ccc([N+](=O)[O-])c1C	4
CCOc1ccc(N(CC(=O)NC2CCCCC2)S(=O)(=O)c2ccc(C)cc2)cc1	4
CC1=CC(=C(C#N)C#N)C=C(C)N1CCC(C)C	1
COc1ccccc1-c1cc(C(=O)NCc2cccs2)no1	1
COc1ccccc1S(=O)(=O)Cc1ccc(C(=O)NCCN2CCCC2)o1	-2
CN(C)c1ccc(NC(=O)CN2CCC(NC(=O)C3CCCCC3)CC2)cc1	-7
C=CCOC(=O)C1=C[C@H](C2CCCCC2)[C@@H](CCCO)[C@H](OCC)O1	-1
CCOc1ccc(C(=O)N(CC(=O)Nc2cccc(C)c2C)CC2CCCO2)cc1OC (stereo unspecified)	2
CN(CC(=O)Nc1cccc(F)c1)CC(=O)NC(c1ccccc1)c1ccccc1	1
CC(C)OC(=O)c1ccc(Cn2nnc3ccccc3c2=O)cc1	1
CC1(C)CC(=O)C(C=NCCN2CCN(C(=O)CCl)CC2)=C(O)C1	-1
C=CCn1c(COc2ccc(C)cc2)nnc1SCc1ccc([N+](=O)[O-])cc1	0
Cc1noc(C)c1-c1ccc(C(=O)Nc2cccc(NS(C)(=O)=O)c2)c2occc12	0
Cc1cc(CN2CCCCC2C(=O)Nc2ccc(Oc3cccnc3)cc2)oc1C (stereo unspecified)	-5
CC(CN1CCN(Cc2ccccc2)CC1)OC(=O)c1ccco1 (stereo unspecified)	-1
O=C(CCCCCN1C(=O)CCC1=O)Nc1ncn[nH]1	-1
CCOC(=O)C1CCCN(C(=O)/C(=C/c2ccco2)NC(=O)c2ccccc2)C1 (stereo unspecified)	-1
Nc1ccc(-n2c(N)c(C(=O)NCc3ccc4c(c3)OCO4)c3nc4ccccc4nc32)cc1	-2

(cont.)
canonical_smiles	TbREL1 primary
Cc1ccc(C(=O)N2CCc3ccccc32)cc1C	0
COc1ccc(-n2c(Cc3cccn3C)nnc2SCC(=O)Nc2ccccc2C)cc1	-4
COCCCn1c(SCC(=O)NC2CCCC2)nnc1-c1cccs1	4
CC(=O)c1ccc(S(=O)(=O)Nc2ccc(S(=O)(=O)N3CCCCC3)cc2)cc1	-2
Cc1ccc(NC(=O)CC(NC(=O)c2ccccc2Cl)c2ccccc2)nc1 (stereo unspecified)	1
COc1ccc(NC(=O)NC2CCCCCCC2)cc1OC	-2
CCOc1cccc2sc(=NC(=O)CCS(=O)(=O)c3ccc(F)cc3)n(C)c12	1
C=CCn1c(SC(CCO)C(=O)NCc2ccco2)nc2sc3c(c2c1=O)CCC3 (stereo unspecified)	-4
CC(C)N(C(=O)Cn1c(-c2ccccc2Cl)nc2ccccc21)c1ccccc1	-1
COc1ccc(C(=O)N2CCN(c3ccccc3)CC2)cc1S(=O)(=O)N1CCOCC1	-3
Cc1c(NC(=O)OC(C)C)sc(=S)n1C	-6
CCSC1=N/C(=C\c2ccc(-c3ccccc3[N+](=O)[O-])o2)C(=O)S1	4
FC(F)(F)c1cc(CCN2CCNC[C@H]2Cc2cccc3ccccc23)cc(C(F)(F)F)c1	6
CCOC(=O)C1(C)CCCN(C(=O)c2cc(C)on2)C1 (stereo unspecified)	0
CC(NC(=O)CSc1nnc(-c2cccnc2)n1N)c1ccccc1 (stereo unspecified)	-3
Cc1cccc(NC(=O)c2ccc(NCC3CCCO3)c([N+](=O)[O-])c2)n1 (stereo unspecified)	4
Nc1ccc2nc(-c3ccc(N)c(Cl)c3)[nH]c2c1	13*
Cc1c(C(=O)NCc2cccc(C(F)(F)F)c2)sc(=O)n1Cc1ccc(F)cc1	5
COc1ccc(CCN2CC34C=CC(O3)C(C(=O)NCc3ccccc3)C4C2=O)cc1OC (stereo unspecified)	-2
Cc1ccc(N2NC(C)(c3cccs3)NC2=S)cc1 (stereo unspecified)	0

3 entries from above, field by field:
> CCSC1=N/C(=C\c2ccc(-c3ccccc3[N+](=O)[O-])o2)C(=O)S1
- TbREL1 primary: 4

> FC(F)(F)c1cc(CCN2CCNC[C@H]2Cc2cccc3ccccc23)cc(C(F)(F)F)c1
- TbREL1 primary: 6

> CCOC(=O)C1(C)CCCN(C(=O)c2cc(C)on2)C1 (stereo unspecified)
- TbREL1 primary: 0

Additional records follow.
canonical_smiles	TbREL1 primary
COc1cc(OC)cc(C(=O)Nn2cc(C(=O)Nc3c(F)cccc3F)c3ccccc3c2=O)c1	-1
CCC(OC(=O)c1ccco1)C(=O)NCc1ccc2c(c1)OCO2 (stereo unspecified)	0
O=C(C1CCCO1)N1CCN(C2=Nc3ccccc3Sc3ccccc32)CC1 (stereo unspecified)	-1
C[C@H](CO)N1C[C@H](C)[C@@H](CN(C)C(=O)NC2CCCCC2)Oc2c(NC(=O)c3ccncc3)cccc2C1=O	0

In another format: entries from further up
TbREL1 primary	Molecule
0	CCC(OC(=O)c1ccco1)C(=O)NCc1ccc2c(c1)OCO2 (stereo unspecified)
-1	O=C(C1CCCO1)N1CCN(C2=Nc3ccccc3Sc3ccccc32)CC1 (stereo unspecified)
0	C[C@H](CO)N1C[C@H](C)[C@@H](CN(C)C(=O)NC2CCCCC2)Oc2c(NC(=O)c3ccncc3)cccc2C1=O

Some of the entries so far, with values ahead of the structure:
TbREL1 primary,structure
-2,CNc1c(NS(=O)(=O)c2ccc(C3CCCCC3)cc2)c(=O)oc2ccccc12
-3,N#CC[C@H](Cc1ccccc1)N1CCN(Cc2ccccc2)CCC1=O
